TEAD-YAP inh: TEAD-YAP interaction inhibition | HEK-TIYL cells, TEAD-Gal4/YAP UAS-luciferase luminescence | inhibition, % at 9.12 µM | hit rate 1.4% among 640,000; in the data active = inhibition above about 32%;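 also: 0% = median of test compound wells and 100% = reference inhibitor wells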
GPR151 activ: human GPR151 activation. PathHunter beta-arrestin GPR151 cells, luminescence. activation, % at 11.2 µM. hit rate 1% among 650,000. AID 1508602; in the data active = activation above about 4.9%;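 also: 0% = median of compound wells and 100% = cells with positive control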
Target sequence (Q8TDV0 whole entry, looked up): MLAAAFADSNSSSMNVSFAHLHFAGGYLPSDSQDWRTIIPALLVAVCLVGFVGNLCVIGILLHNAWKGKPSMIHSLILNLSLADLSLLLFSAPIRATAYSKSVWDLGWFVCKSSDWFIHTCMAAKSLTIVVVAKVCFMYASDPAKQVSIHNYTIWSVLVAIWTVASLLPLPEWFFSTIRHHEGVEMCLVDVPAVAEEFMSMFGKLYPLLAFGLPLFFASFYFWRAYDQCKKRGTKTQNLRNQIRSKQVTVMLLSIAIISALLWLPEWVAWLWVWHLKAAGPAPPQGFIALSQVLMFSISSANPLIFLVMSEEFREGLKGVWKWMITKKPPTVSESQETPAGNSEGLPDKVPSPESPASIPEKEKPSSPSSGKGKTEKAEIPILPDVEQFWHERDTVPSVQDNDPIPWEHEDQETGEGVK
FBW7 act: human FBW7 E3 ligase activation, primary screen; Q969H0; AlphaScreen FBW7–phospho-cyclin E peptide binding, activator screen; normalized activity (activation), % at 26.1 µM; hit rate 0.13% among 650,000; AID 1259310; in the data active = normalized activity above about 1.9%;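 also: purified mutant Fbw7 with reduced substrate affinity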
Target sequence (Q969H0 whole entry, looked up): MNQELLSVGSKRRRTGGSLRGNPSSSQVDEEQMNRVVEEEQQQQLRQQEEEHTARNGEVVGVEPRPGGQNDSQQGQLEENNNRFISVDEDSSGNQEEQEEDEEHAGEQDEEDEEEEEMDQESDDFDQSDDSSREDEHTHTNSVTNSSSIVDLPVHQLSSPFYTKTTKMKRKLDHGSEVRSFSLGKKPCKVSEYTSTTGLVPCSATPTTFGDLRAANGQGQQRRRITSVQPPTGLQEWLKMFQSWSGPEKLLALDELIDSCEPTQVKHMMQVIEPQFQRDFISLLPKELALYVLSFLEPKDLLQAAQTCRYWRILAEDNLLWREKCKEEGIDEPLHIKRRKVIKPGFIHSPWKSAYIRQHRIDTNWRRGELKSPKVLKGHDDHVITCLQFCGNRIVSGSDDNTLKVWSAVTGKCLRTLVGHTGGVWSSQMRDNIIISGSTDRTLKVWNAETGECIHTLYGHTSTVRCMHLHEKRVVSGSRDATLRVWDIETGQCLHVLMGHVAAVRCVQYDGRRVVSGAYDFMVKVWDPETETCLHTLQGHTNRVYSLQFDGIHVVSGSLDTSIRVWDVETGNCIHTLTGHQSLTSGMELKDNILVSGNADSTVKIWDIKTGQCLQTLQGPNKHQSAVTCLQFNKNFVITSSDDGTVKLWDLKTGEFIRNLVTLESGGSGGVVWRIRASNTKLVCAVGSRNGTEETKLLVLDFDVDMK
MITF inh: blocks human microphthalmia-associated transcription factor; hit rate 0.91% among 650,000; AlphaScreen MITF homodimerization, bead proximity signal; inhibition, % at 2.6 µM; in the data active = inhibition above about 50%;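 also: 0% = vehicle wells with protein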
An asterisk follows results filed as active; · = not tested or not shown.

SMILES	TEAD-YAP inh	GPR151 activ	FBW7 act	MITF inh
CCN(CC)S(=O)(=O)c1ccc(-n2nnc(-c3ccc(C)cc3)n2)nc1	0.4	0.4	0.2	19.0
COc1ccc(Sc2ccc(C(=O)N3CCN(C)CC3)cc2[N+](=O)[O-])cc1	29.6	0.1	0.0	7.8
CN(CC(=O)NCC1CCCO1)S(=O)(=O)c1ccc(Cl)cc1 (configuration not stated)	-3.0	2.8	0.2	-16.3
Cc1cccc(N2CC(C(=O)NC3CCCCCC3)CC2=O)c1C (configuration not stated)	6.7	-0.4	0.5	4.6
Clc1ccccc1Cn1c(SC23CC4CC(CC(C4)C2)C3)nc2ccccc21	3.8	-1.2	0.1	8.3
Cc1ccc(C2=N/C(=C\c3ccc(OCc4ccccc4)cc3)C(=O)O2)cc1[N+](=O)[O-]	4.0	-0.7	-0.2	3.7
CCCCC#CC1(F)CC1c1ccccc1 (configuration not stated)	0.5	-0.3	-0.1	-3.8
COc1ccc2c(C)nc(N=C(NC(=O)c3ccccc3)NC(=O)c3ccccc3)nc2c1	1.3	-0.7	0.0	-1.4
O=C(Nc1cccc([N+](=O)[O-])c1)/C(Cl)=C\c1ccccc1	-48.8	0.4	0.0	12.2
Fc1cccc(CN2CCC(N3CCCCC3)CC2)c1	4.4	-0.6	0.0	-7.7
Clc1ccc2nc(NCc3ccccc3)nc(-c3ccccc3)c2c1	-3.4	0.1	0.1	-25.8
Cc1ccc(-n2cccn2)c(CN2CCCC(N3CCC(CO)CC3)C2)c1 (configuration not stated)	6.9	0.6	-0.1	4.6
CNS(=O)(=O)c1ccc(C(=O)NCC(=O)O)cc1	3.8	-0.8	0.3	6.9
Cc1cc(C)cc(NC(=O)CSc2nnc(-c3cccs3)n2C)c1	4.7	-0.3	-0.1	-0.7
CCOC(=O)CC(=O)CSc1nccc(N(C)C)c1C#N	3.9	0.8	-0.2	-8.2

Entries of single compounds, looked up by structure. Values in the order: TEAD-YAP inh	GPR151 activ	FBW7 act	MITF inh
Profile of Cc1cc(C)cc(NC(=O)CSc2nnc(-c3cccs3)n2C)c1 = 4.7	-0.3	-0.1	-0.7
Profile of CNS(=O)(=O)c1ccc(C(=O)NCC(=O)O)cc1 = 3.8	-0.8	0.3	6.9

Among those listed so far, 3 contain a nitro group on carbon.
SMILES	TEAD-YAP inh	GPR151 activ	FBW7 act	MITF inh
COc1ccc(Sc2ccc(C(=O)N3CCN(C)CC3)cc2[N+](=O)[O-])cc1	29.6	0.1	0.0	7.8
Cc1ccc(C2=N/C(=C\c3ccc(OCc4ccccc4)cc3)C(=O)O2)cc1[N+](=O)[O-]	4.0	-0.7	-0.2	3.7
O=C(Nc1cccc([N+](=O)[O-])c1)/C(Cl)=C\c1ccccc1	-48.8	0.4	0.0	12.2

Continued.
SMILES	TEAD-YAP inh	GPR151 activ	FBW7 act	MITF inh
Nc1cccc(Oc2ccc(C(=O)O)c(C(=O)O)c2)c1	-1.7	-0.5	-0.3	-14.7
O=C(O)CCC(=O)N1N=C(c2cccs2)CC1c1cc2ccccc2nc1Cl (configuration not stated)	8.1	0.5	-0.2	-3.2
COc1cccc(-c2nnc(N(C)C(=O)C3CCOC3)s2)c1 (configuration not stated)	-18.3	-1.3	0.1	-8.2
CCOC(=O)c1sc(NC(=O)COc2ccc(-c3ccccc3)cc2)c(C(=O)OCC)c1C	10.2	-0.6	0.2	-2.2
CN1CCN(NC(=S)Nc2ccc3c(c2)OCO3)CC1	-7.7	-0.7	0.1	19.1
Cc1ccc([N+](=O)[O-])cc1NC(=O)/C=C/C(=O)O	2.7	1.9	0.2	9.5
CCCCCS(=O)(=O)N1C(=O)CSC1=Nc1ccccc1	-6.1	0.7	0.0	-0.1
CN(Cc1ccccc1)C(=O)c1nc2ccccn2c1CN1CCN(C2CCCC2)CC1	-6.8	0.2	-0.2	-1.7
CC1CCc2c(sc(NC(=O)CCN3CCCCCC3)c2C#N)C1 (configuration not stated)	5.5	0.5	0.0	-1.0
COc1cc(OC)c(N2C(=O)NC3CC2(C)Oc2ccc([N+](=O)[O-])cc23)cc1Cl (configuration not stated)	4.1	-0.5	-0.1	10.4
Cc1nc(N2CCOCC2)nc(Nc2cccc(C(F)(F)F)c2)c1[N+](=O)[O-]	2.6	0.0	0.5	-22.6
COc1ccc(COCC(O)CN2CCOCC2)cc1OC (configuration not stated)	4.4	-0.9	0.4	-16.8
COc1cccc(NC(=O)CSc2nc3ccsc3c(=O)n2Cc2ccc3c(c2)OCO3)c1	5.2	1.0	-0.2	-4.3
CC(=O)NC1C(OCCCc2ccccc2)OC(COC(C)=O)C(OC(C)=O)C1OC(C)=O (configuration not stated)	-2.2	-0.8	0.1	-2.5
COC(=O)Cn1c(=O)c2c(nc3n2CCN3c2cc(C)cc(C)c2)n(C)c1=O	5.3	1.8	0.2	13.9
COc1ccc(C2C(C#N)=C(N)Oc3n[nH]c(C)c32)cc1CN1CCN(c2ccc(F)cc2)CC1 (configuration not stated)	6.4	-0.1	-0.2	-2.2
Cc1ccccc1NC(=O)c1ccc([N+](=O)[O-])o1	8.4	0.3	-0.2	-6.6
Cc1ccc(C2=CC(c3ccccc3)n3ncnc3N2)cc1 (configuration not stated)	-10.9	-0.1	0.3	5.0
CO[C@H]1C=CO[C@@]2(C)Oc3c(C)c(O)c4c(O)c(c(C=NN5CCN(C6CCCC6)CC5)c(O)c4c3C2=O)NC(=O)C(C)=CC=C[C@H](C)[C@H](O)[C@@H](C)[C@@H](O)[C@@H](C)[C@H](OC(C)=O)[C@@H]1C	·	-1.8	-0.3	1.9
CCCCCCNc1nc(Nc2ccc(Cl)cc2)nc(OCC)n1	8.5	1.6	-0.2	-4.8
O=C(O)c1ccccc1C(=O)N1CCC(N2C(=O)Cc3ccccc32)CC1	-8.4	-0.4	0.1	1.5
CC(=O)C1=C(O)C(=O)N(c2nc3ccccc3s2)C1c1ccc(Cl)cc1 (configuration not stated)	-70.0	0.0	-0.1	-0.5
Nc1cc(C(=O)O)ccc1N1CCOCC1	11.3	0.2	-0.2	-5.6
O=C(Cn1cncn1)N/N=C/c1ccccc1OC(F)F	9.1	-0.6	-0.1	-1.2
NC(=O)NC(c1ccccc1)c1ccccc1I (configuration not stated)	10.0	0.8	0.2	0.9
CCOC(=O)C1=C(C)NC2=C(C(=O)C(C(=O)OCC)C(c3ccccc3OC)C2)C1c1cccnc1 (configuration not stated)	6.1	1.2	0.0	-2.3
COc1cc(Nc2ccnc(-c3ccc(N4CCOCC4)nc3)n2)cc(OC)c1OC	20.4	3.2	0.2	4.0
CC(=O)c1ccc(N2C(=O)C3C(C2=O)C2C=CC3C23CC3)cc1 (configuration not stated)	-35.6	-0.2	-0.1	-5.7
NC(CCCc1ccccc1)c1ccc2c(c1)OCCO2 (configuration not stated)	54.7*	0.6	0.9	21.5
CCOc1ccccc1NC(=O)c1c(-c2ccccc2)noc1C	8.6	-0.2	-0.1	6.2
CC1=NN(c2ccccc2)C(=O)/C1=C/c1ccc(-c2ccccc2)o1	2.2	-0.3	-0.6	14.0
COc1cc(/C=N\NC(=O)COc2ccc(-c3ccccc3)cc2)ccc1OCC#N	-2.2	-1.9	0.6	23.0
C/C(CC(=O)Nc1ccccn1)=N\NC(=O)c1ccccc1	-57.4	0.0	-0.4	-2.6
CCCCCCSc1nc2sc3c(c2c(=O)n1CCc1ccccc1)CC(C)(C)OC3	-5.4	1.4	-0.2	1.3
O=C(CSc1nnnn1-c1ccccc1)Nc1ccccc1Br	4.3	2.1	0.1	3.3
CC(=O)Nc1ccc(S(=O)(=O)Nc2ccc(F)cc2F)cc1Cl	-6.2	0.7	-0.2	0.6
O=C(O)c1cccc(Oc2ccc(Oc3ccc4c(c3)C(=O)N(CCO)C4=O)cc2)c1	-1.1	0.0	0.0	5.2
CCCCCCn1c(N2CCN(c3ccccc3)CC2)nc2c1c(=O)n(C)c(=O)n2C	-2.6	1.8	0.2	5.9
CCCCNC(=O)C1CCC(Cn2c(=S)[nH]c3ccsc3c2=O)CC1 (configuration not stated)	-6.5	0.8	-0.1	-5.6
CC(C)c1onc(C(=O)Nc2cc(Cl)ccc2O)c1[N+](=O)[O-]	-1.0	4.0	0.1	16.7
CCOc1ccc2ncc(C#N)c(Nc3cc(OC)cc(OC)c3)c2c1	44.9*	-0.1	-0.2	-9.6
O=C(NN1C(=O)C2C3C=CC(O3)C2C1=O)c1cccc(Br)c1 (configuration not stated)	1.7	-1.1	0.0	7.8
O=C(/C=C/c1ccccc1Cl)NCc1ccncc1	-7.7	0.9	0.1	1.1
C=C(C)C1CCC(C)=C1CC/C(C)=N/NC(N)=O (configuration not stated)	4.5	0.2	0.2	-44.0
COC(=O)C1=CN(Cc2ccc(Cl)cc2)C=C(C(=O)OC)C1c1ccc(OC)cc1	-6.9	0.8	0.6	-3.6
CC(=O)N1CCN(C2=NC(=O)/C(=C\c3ccc(-c4ccc(Cl)cc4Cl)o3)S2)CC1	6.9	-0.3	0.1	-7.3
CCN1CCN(CCCNC(=O)c2nn(-c3ccccc3OC)c(=O)c3ccccc23)CC1	1.6	-0.3	0.2	-7.0
C(=N/N1CCN(c2ccccn2)CC1)/c1cccc(Oc2ccccc2)c1	-9.1	-0.1	-0.2	-3.5
CC1Nc2c3ccccc3nc(=S)n2C1=O (configuration not stated)	-4.3	1.4	0.0	3.9
Cc1ccc(S(=O)(=O)N2CCCC2CO)cc1 (configuration not stated)	5.2	0.3	-0.1	-1.2
O=C(CN1c2cccc3cccc(c23)S1(=O)=O)NCc1ccc(F)cc1	-16.3	0.1	0.3	4.6
NC(c1ccc(Nc2nccc(-c3ccccc3)n2)cc1)C(F)(F)F (configuration not stated)	-91.8	1.4	-0.1	-3.5
CCCCN1C(=O)C2NN=C(C(=O)OC)C2C1=O (configuration not stated)	-6.5	1.4	0.1	-6.1
Oc1ccccc1-c1n[nH]c(=S)o1	-10.7	-1.7	0.4	8.2
O=C(Nc1nc2ccc3ccccc3c2s1)c1ccccc1[N+](=O)[O-]	-48.4	0.3	-0.2	-2.2
COC(=O)CSc1nnc(-c2cccs2)n1CC1CCCO1 (configuration not stated)	0.3	-0.5	-0.1	9.4
O=C(CN(C(=O)c1ccc(Cl)cc1)N1C(=O)c2ccccc2C1=O)c1cccs1	3.5	-0.5	-0.1	-3.5
Fc1ccc(Nc2nc(N3CCCC3)nc(N3CCCC3)n2)cc1Cl	6.5	-0.4	-0.2	-14.2
COc1ccc(C(=O)Nc2nnc(-c3cccc(C)c3)o2)cc1OC	4.5	-0.7	0.5	11.9
CCc1ccc2nc(NC3=NCN(CCN4CCOCC4)CN3)nc(C)c2c1	18.2	1.0	0.0	15.3

Part of the list above, reformatted:
Values in the order: TEAD-YAP inh, GPR151 activ, FBW7 act, MITF inh
> Oc1ccccc1-c1n[nH]c(=S)o1
→ -10.7, -1.7, 0.4, 8.2
> O=C(Nc1nc2ccc3ccccc3c2s1)c1ccccc1[N+](=O)[O-]
→ -48.4, 0.3, -0.2, -2.2

(further entries)
SMILES	TEAD-YAP inh	GPR151 activ	FBW7 act	MITF inh
O=C(O)CC(C(=O)O)N1Cc2ccccc2C1=O (configuration not stated)	5.2	-1.9	0.2	11.4
CCOC(=O)c1c(NC(=O)c2cc(OC)c(OC)c(OC)c2)sc(C(=O)Nc2cc(C(F)(F)F)ccc2Cl)c1C	-7.8	-0.9	-0.2	-4.5
Cc1cccc(NC(=O)CCCC(=O)c2ccccc2)c1	1.0	-0.1	-0.1	-7.2
S=c1[nH]nc(-c2ccncc2)n1C1CCCCC1	-1.1	2.3	-0.4	11.4
O=C1N/C(=C\c2ccc(-c3ccccc3[N+](=O)[O-])o2)C(=O)N1Cc1ccc(F)cc1	-3.1	2.9	-0.1	-16.3
O=C(Cn1ncc2c(=O)oc3ccccc3c21)N1CCC(N2CCCCC2)CC1	-3.8	-0.5	0.2	1.2
Cc1ccc(O)c(C2=Nc3ccccc3N=C(C(F)(F)F)C2)c1	-16.6	-1.0	-0.3	1.1
COc1ccccc1CCNC(=O)CCc1nnc(Cc2c[nH]c3ccccc23)o1	1.2	-1.0	-0.1	8.1
CCOC(=O)C1C(=O)CC(O)(c2cccc(Br)c2)CC1C=C(Cl)Cl (configuration not stated)	17.5	-0.2	0.1	-20.9
COC(=O)Cn1cc(S(=O)(=O)Nc2cccc(OC)c2)c2cc([N+](=O)[O-])ccc21	-1.1	1.5	0.7	2.5
O=C(OCCOc1ccccc1)c1n[nH]c2ccccc12	-70.8	-1.0	-0.1	14.2
C/C(=C\C(=O)c1ccc(C)cc1)Nc1ccccc1	2.5	1.1	0.1	-2.1
O=C(Nc1nc2ccccc2n1CCN1CCCCC1)C1CCCCC1	6.3	-0.4	-0.2	-2.6
CCOC(=O)C1CCCN(C(=O)C2CCCN2c2nc(C)c3ccccc3n2)C1 (configuration not stated)	8.5	1.0	0.7	11.1
O=C(Cn1cnc2c(cnn2-c2ccccc2Cl)c1=O)N1CCOCC1	-1.4	-1.5	0.2	1.2
COC(=O)C1=C(C)Nc2ncnn2C1c1ccc(OCc2ccccc2)c(OC)c1 (configuration not stated)	-16.6	1.6	0.3	-6.8
COC(=O)C1CCN(c2ncnc3sccc23)CC1	-0.1	1.6	-0.1	-6.4
CN(C)C(=O)Cc1ccc(NC(=O)Cc2ccc(-c3ccccc3)cc2)cc1	-13.3	-1.8	0.1	1.2
Cc1c(Cc2ccc(Cl)cc2)c(-n2cnc3ccccc32)n2c(nc3ccccc32)c1C#N	3.3	-0.9	0.0	-1.1
O=C(NCc1ccccc1-n1cncn1)c1cc(COc2ccc(F)cc2Cl)on1	17.0	0.1	0.2	2.1
Cc1cccc(Oc2ccc(N3C(=O)C4C5C=CC(C5)C4C3=O)cc2)c1 (configuration not stated)	2.2	1.1	-0.1	0.4
Cc1c(Cl)c(=O)oc2c(C)c(OCC(=O)N3CCCCC3)ccc12	-10.6	1.4	0.0	1.6
Cc1ccc(C(=O)Nc2cccc3nsnc23)cc1	-43.1	-0.2	0.8	-3.8

Screening data deposited in PubChem by The Scripps Research Institute Molecular Screening Center.
